Mdm2 MdmX PPI: human Mdm2/MdmX binding inhibition. inhibition, % at 8 µM. O15151+Q00987. 330,000 tested, 3% active. AID 485346. SaOS-2 split-luciferase Mdm2/MdmX complementation, luminescence;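 active = inhibition of at least 50% at 8 µM in the primary screen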
APJ ag: APJ receptor agonism; P35414; CHO-K1 APJ PathHunter beta-arrestin, luminescence; 0% DMSO wells, 100% apelin; activation, % at 20 µM; 330,000 tested, 0.11% active; AID 2520;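 active = activation more than six SD over the plate average, tested at 20 µM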;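 also: 0% = DMSO alone and 100% = apelin-13 at 10 nM; some results filed as inactive read as strong as hits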
Target sequence (P35414 whole entry, looked up): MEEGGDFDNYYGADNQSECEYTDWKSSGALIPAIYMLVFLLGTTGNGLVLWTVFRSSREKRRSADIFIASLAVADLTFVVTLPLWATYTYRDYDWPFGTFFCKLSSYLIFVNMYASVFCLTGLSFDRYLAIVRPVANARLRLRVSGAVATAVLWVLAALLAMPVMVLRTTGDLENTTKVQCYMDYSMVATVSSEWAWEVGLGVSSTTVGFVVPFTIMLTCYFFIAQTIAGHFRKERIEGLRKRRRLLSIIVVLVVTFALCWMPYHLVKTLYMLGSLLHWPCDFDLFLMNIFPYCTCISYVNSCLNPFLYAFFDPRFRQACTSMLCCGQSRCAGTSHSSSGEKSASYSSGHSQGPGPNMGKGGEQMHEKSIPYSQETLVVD
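system = engineered CHO-K1 APJ arrestin reporter cells | input = 1000 cells per well | timing = overnight seeding, 90 min compound at 25 °C, 1 h detection | measured by = enzyme-fragment complementation luminescence | read-out = beta-arrestin recruitment to APJ as agonist activity, luminescent signal | control set = negative DMSO alone, positive Apelin-13 at 10 nM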
TIM10 inh: inhibits growth of TIM10 yeast strain; inhibition, % at 10 µM; 330,000 tested, 1.4% active; S. cerevisiae TIM10 strain growth, BacTiter-Glo luminescence, 24 h;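 active = inhibition of 40% or more at the single tested concentration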;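 also: wild-type TIM10 isogenic control strain grown at permissive 25 °C; 0% = DMSO yeast wells and 100% = minimal medium wells without yeast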
tim10-1 inh: tim10-1 yeast growth inhibition; AID 463190; inhibition, % at 20 µM; 330,000 tested, 2.2% active; S. cerevisiae tim10-1 ts strain growth, BacTiter-Glo, 24 h;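 active = inhibition of at least 40%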;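 also: mutant grown at 25 °C; 0% = DMSO wells with yeast and 100% = wells holding no yeast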
NLRP3 yeast inh: NALP3 inhibition in yeast. Yeast reconstituted NLRP3/ASC/caspase-1, beta-gal luminescence, 24 h. inhibition, % at 10 µM. 330,000 tested, 0.39% active;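 active = inhibition of 50% or more; inactive = inhibition below 50%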;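 also: plate controls were induced DMSO wells for no effect and uninduced yeast grown without galactose for full effect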
tim23-1 inh: tim23-1 yeast growth inhibition | inhibition, % at 20 µM | 330,000 tested, 1.3% active | S. cerevisiae tim23-1 growth, BacTiter-Glo luminescence, 24 h;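 active = growth inhibition of the mutant yeast at or above 50%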;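 also: temperature-sensitive mutant grown at 25 °C; plate controls were DMSO-treated mutant yeast for no effect and medium wells lacking yeast for full effect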
UPR XBP1 act: activators of adaptive arm of unfolded protein response (XBP1); CHO-XBP1 luciferase reporter, IRE1-XBP1 UPR activation, luminescence; percent of tunicamycin response, DMSO as zero; AID 463104; activation, % at 20 µM; 330,000 tested, 0.33% active;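 active = versus positive control, 20 µM dose yields 30% or more activation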;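 also: 100% = tunicamycin at 10 µg/mL and 0% = DMSO only wells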
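Material: CHO cell line with stable XBP1 luciferase reporter; schedule: 16-18 h cell attachment at 37 °C, then 6 h compound exposure; signal: glow luminescence from Steady-Glo reagent; medium: serum-containing F12 medium, 10% FBS; benchmarks: tunicamycin 10 µg/mL and vehicle-only wells; read-out: percent activation relative to tunicamycin reference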
NR3A LBD binder: NR3A (human) ligand-binding domain modulation. NR3A LBD differential scanning fluorimetry, Tm shift; 0% = protein alone, 100% = glycine-bound protein. Tm shift relative to glycine control, % at 25 µM. 340,000 tested, 2.5% active;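 active = melting temperature shift of at least 10% of the positive control shift, at one fixed dose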
UPR CHOP act: apoptotic UPR (CHOP) activation; 330,000 tested, 0.34% active; AID 449763; CHO-CHOP luciferase reporter, luminescence; percent of tunicamycin response over DMSO baseline; activation, % at 10 µM;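 active = at 10 µM dose, activation of 40% or more, normalized to positive control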;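 also: 100% = tunicamycin at 10 µg/mL and 0% = DMSO alone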
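assay system = CHO CHOP reporter cells | amount = 500 CHO-CHOP cells per well | buffer or medium = F12 with 10% FBS | incubation = 16-18 h cell attachment, then 6 h compound exposure, 37 °C | detection = luminescence read with Steady-Glo | read-out = percent activation relative to tunicamycin control | controls = tunicamycin high control, DMSO low control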
The depositor's hits bear a star.

SMILES	Mdm2 MdmX PPI	APJ ag	TIM10 inh	tim10-1 inh	NLRP3 yeast inh	tim23-1 inh	UPR XBP1 act	NR3A LBD binder	UPR CHOP act
O=C(O)CCCCCNC(=O)/C(=C\c1ccco1)NC(=O)c1ccco1	-33	0	-5	-9	5	-10	-4	0	0.4
CCOC(=O)c1ccc(-c2n[nH]c(=O)c3ccccc23)cc1	27	-1	0	-1	11	9	-2	4	-0.8
N/C(COc1cccc(Cl)c1)=N\O	12	2	14	-4	13	-3	-3	1	3.6
Cc1cccc(NC(=O)NCc2ccccn2)c1	3	2	-1	-1	-9	-1	0	0	1.4
Cc1nc(SCc2nc3c([N+](=O)[O-])cccc3[nH]2)c2oc3ccccc3c2n1	58*	-2	12	15	12	14	11	1	2.9
O=[N+]([O-])c1ccc(Cl)cc1Sc1ccccn1	20	-3	14	24	-24	7	0	-4	-1.1
CC(C)(C)NC(=O)C(c1ccco1)N(Cc1ccc(F)cc1)C(=O)c1snc(C(N)=O)c1N (centres undefined)	12	-4	18	33	-1	26	-1	-2	-2.1
Cc1nc2cc3nc(C)sc3cc2s1	-29	-3	-12	-7	22	-1	2	0	5.7
CC(C)[C@H](NC(=O)c1ccccc1Cl)C(=O)OCC(=O)Nc1ccc(S(=O)(=O)N2CCOCC2)cc1	-13	-2	-5	6	9	17	-2	-1	-0.6
CSc1ccc(C2Nc3ccccc3-c3cc(C)nn32)cc1 (centres undefined)	9	-3	24	40	27	47	-1	-12	-1.3
COc1ccc(OC)c(NC(=O)c2ccc(S(=O)(=O)N3CCOCC3)cc2)c1	28	-1	-6	-2	14	6	-4	1	3.6
CC(NC(=O)c1ccccc1SCC(=O)N1CCCC1)c1ccc(F)cc1 (centres undefined)	-15	-5	-5	-7	9	10	-3	1	1.0
CCCNS(=O)(=O)c1cc(Cl)ccc1OC	3	-2	13	11	11	-5	0	1	-0.8
CCCCc1nc2cc(C(=O)NCc3cn(C)nc3C)ccc2o1	14	4	5	-4	6	-3	0	-1	-0.2
CCSC1=N/C(=C\c2ccccc2)C(=O)N1	-22	0	4	11	22	4	2	-5	4.5
COc1ccc(C(=O)CSc2nc(C(C)(C)C)nc3ccccc23)cc1	3	-1	-3	5	3	2	3	-17	0.8
CCOC(=O)C1CCN(C(=O)CSCc2nc(-c3ccc(OCC)cc3)oc2C)CC1	-11	5	24	18	8	37	5	-1	0.0
COc1ccc(C(C)=O)cc1CSc1nnnn1-c1ccc(O)cc1	-12	-4	12	12	7	18	4	-1	-0.5
O=C(N/N=C1\CC2CC=CC12)c1ccc(Br)cc1 (centres undefined)	6	0	0	22	5	13	1	-1	0.0
COc1ccc2cc(CCC(C)=O)ccc2c1	-45	2	7	-10	24	14	0	0	5.1
COc1cc(Cl)nn(-c2ccccc2)c1=O	-6	-3	-2	-11	-6	3	-1	8	0.1
O=C(NCc1n[nH]c(=O)c2ccccc12)C1CC(=O)N(c2ccc(Cl)cc2)C1 (centres undefined)	9	-3	-1	9	12	1	-1	1	0.8
CCOc1ccccc1-n1c(SCC(N)=O)nnc1-c1ccc(O)cc1	31	-4	2	15	-5	3	0	-3	1.4
CCOC(=O)C(C)On1c(-n2nc(C)cc2C)nc2ccccc2c1=O (centres undefined)	-18	-3	10	35	20	25	3	-1	0.7
Cc1cc(C)cc(N(CC(=O)NCc2ccc3c(c2)OCO3)C(=O)CCC(=O)Nc2ccccn2)c1	7	0	-17	-24	8	-16	13	-2	1.9
CCOc1ccccc1C(=O)NCC(=O)NCCCc1ccccc1	6	-1	1	18	6	14	-4	-1	3.1
O=C(C[C@@H]1C/C=C\CCCC(=O)OC[C@@H]2CCCN2C1=O)N[C@@H](CO)Cc1ccccc1	-14	1	-4	6	3	14	-1	0	0.8
COc1ccc(CCNC(=O)C2CCCN(S(=O)(=O)c3ccc(F)cc3)C2)cc1OC (centres undefined)	-24	-7	11	25	18	13	-4	0	0.3
Cc1cc(C(=O)N/N=C2\CCCC(=O)C2)c(C)n1-c1ccccc1	-18	-1	5	-1	6	10	2	-1	4.0
CCNC(=O)COC(=O)CCC(=O)c1cccs1	-17	-3	-4	-13	-7	0	-1	-4	0.7
Clc1c(Cl)c(Cl)c2n[nH]nc2c1Cl	16	2	12	6	16	18	1	-3	-0.4
CCOC(=O)N1CCC(Nc2c(Nc3ccc(F)cc3)c(=O)c2=O)CC1	4	-3	4	8	-14	3	1	1	0.2
COCCN(CC1CCCN(C2Cc3ccccc3C2)C1)C(=O)CCC(C)=O (centres undefined)	10	0	-9	5	8	-8	-5	-2	0.0
CCC(Oc1ccccc1)C(=O)NCc1cccnc1 (centres undefined)	14	-4	-5	3	8	0	-3	1	0.0
CCc1ccccc1NC(=O)CNC(=O)CNC(=O)c1cccs1	1	0	0	-6	-2	-6	-2	1	1.0
COc1ccc(-n2c(SCC(C)=O)nc3sc(C)c(C)c3c2=O)cc1	25	3	-3	5	9	4	-4	-2	0.1
CCn1c(=O)cc(SCC(=O)Nc2cccnc2)c2ccccc21	-16	-3	-10	9	-8	16	3	-1	-1.4
CC(=O)N[C@@H](Cc1c[nH]c2ccccc12)C(=O)OCc1ccc(C#N)cc1	22	-1	-10	10	10	8	-1	-1	0.1
COc1ccc(/C=C/C(=O)Oc2ccc(/C=N/NC(=O)c3ccncc3)cc2)cc1	16	0	-13	13	-10	8	3	3	-0.4
CCCNC(=O)c1cc(-c2ccc(OC)cc2)n(CCCOC)c1C	26	0	19	23	8	22	-3	1	0.4
CC1CCCN(CCCNC(=O)c2ccc3c(c2)N(Cc2ccc(F)cc2)C(=O)c2ccccc2S3=O)C1 (centres undefined)	30	1	-3	-9	9	-10	-1	-1	7.2
CCc1cc(=O)oc2c3c(cc(OCC(=O)NCCCCCC(=O)O)c12)OC(C)(C)CC3	-4	-2	0	2	-12	7	-6	1	1.7
CCOc1cc(C(=O)Nc2cnccn2)cc(OCC)c1OCC	37	2	-17	25	19	9	0	0	-0.3
COc1ccc(Cl)cc1NC(=O)CS(=O)(=O)c1cccc2nsnc12	24	1	-6	17	1	14	-1	0	-2.0
COc1ccc(Cl)cc1C(=O)NNC(=O)COC(=O)CC(NC(C)=O)c1ccccc1 (centres undefined)	12	-5	0	-21	0	-7	0	6	2.0
COc1ccc(C(=O)Nn2cnc3ccccc3c2=O)cc1[N+](=O)[O-]	1	-3	-6	8	11	8	2	0	1.1
O=C(COc1ccc2c(-c3ccccc3)cc(=O)oc2c1)NCCCn1ccnc1	-2	-3	-6	-3	12	2	-1	-2	-0.8
O=C(Nc1ccc(Cl)cc1)N1CC=CCC1	10	1	3	-1	27	12	1	4	3.0
CC(C)c1csc2nc3n(c(=O)c12)CCCCC3	-31	-1	-2	9	9	10	1	-2	2.3
CCn1nc(C(=O)OCc2cccc(S(=O)(=O)N(C)C)c2)c2ccccc2c1=O	2	1	9	-13	11	20	0	0	-2.6
Cc1ccccc1OCC(=O)NC(=S)Nc1ccc(S(=O)(=O)NC2CCCCC2)cc1	17	-1	-5	-6	25	3	-4	4	-1.6
CC(=O)Nc1ccc(S(=O)(=O)NCCC(=O)N2CCN(c3ccccc3Cl)CC2)cc1	-1	1	4	4	7	3	3	0	1.4
Cc1nc(C)c(CCNC(=O)c2ccc(C(F)(F)F)cc2)s1	-11	0	-10	8	6	-6	1	16*	2.1
COc1ccccc1NC(=O)Cn1c(C)nc2c(sc(=S)n2Cc2ccco2)c1=O	14	3	12	-5	17	-4	-2	2	0.8
O=C(NCc1cccnc1)c1sc2ccccc2c1Cl	-12	6	-1	27	2	20	-2	-1	-0.1
COc1cccc(OC)c1C(=O)Nc1cccnc1	7	-4	11	6	-6	6	2	-1	0.6
COc1ccc2cc(CN(CC3CCCO3)S(=O)(=O)c3ccc(C(C)=O)cc3)c(=O)[nH]c2c1 (centres undefined)	14	-5	0	9	12	9	3	2	-0.6
Fc1ccc(C(Nc2ccccn2)c2c[nH]c3ccccc23)cc1 (centres undefined)	45	0	37	31	9	17	-1	-14	0.7
CCN(CC)S(=O)(=O)c1cccc2nsnc12	19	-3	-11	3	-2	5	-3	-1	-3.9
Cc1cc(O)c2/c(=N\N)c(-c3csc(C)n3)coc2c1	19	-3	4	-10	-3	12	-1	-3	-0.5

New compounds follow
SMILES	Mdm2 MdmX PPI	APJ ag	TIM10 inh	tim10-1 inh	NLRP3 yeast inh	tim23-1 inh	UPR XBP1 act	NR3A LBD binder	UPR CHOP act
Cc1cccc(C(=O)Nc2cc(C)ccc2NC(=O)COc2ccccc2)c1	18	0	5	15	23	5	-6	-5	-0.7
O=S(=O)(Cc1ccccc1)N1CCCCC1	1	1	18	3	-5	9	1	1	-2.5
c1coc(CNc2ncnc3c2oc2ccccc23)c1	5	6	2	13	43	26	-2	1	-1.4
C/C(=N\NC(N)=S)c1ccccc1	-24	0	-9	4	6	17	-2	-1	-0.8
COC(=O)c1c(-c2ccc(F)cc2)csc1NC(=O)C1CCCO1 (centres undefined)	-51	-1	1	-8	13	-3	6	0	3.9
COC(=O)c1sccc1NC(=S)Nc1cc(OC)ccc1OC	-28	-4	-29	-8	9	1	-3	-1	0.7
Cc1nc2ccccc2cc1OCc1ccc(Cl)cc1	-9	2	-10	33	7	13	6	-13	7.8
O=C(CC1Nc2ccccc2NC1=O)NCCCN1CCCCCC1 (centres undefined)	12	-1	-34	-64	0	-14	1	-2	-0.5
Cc1cccc(Nc2nc(N)nc(CN3CCC(C(N)=O)CC3)n2)c1C	16	-3	-3	-1	6	-4	0	1	-2.3
CCOc1ccc(/C=N/NC(=O)c2ccccc2NC(=O)c2ccc(OC)cc2)cc1	-16	1	20	19	1	21	0	15*	2.0
CCOCCCN(C(=O)Cn1nnc(-c2ccc(C)o2)n1)C(C(=O)NCC1CCCO1)c1ccc(F)cc1 (centres undefined)	-28	-2	15	-3	5	17	-2	-1	-0.6
COc1cc(C(=O)NC(C)CCc2ccccc2)cc(OC)c1OC (centres undefined)	16	2	13	-2	14	3	-6	-2	1.5

An excerpt of these results, with each value named:
Cc1cccc(Nc2nc(N)nc(CN3CCC(C(N)=O)CC3)n2)c1C
  Mdm2 MdmX PPI: 16
  APJ ag: -3
  TIM10 inh: -3
  tim10-1 inh: -1
  NLRP3 yeast inh: 6
  tim23-1 inh: -4
  UPR XBP1 act: 0
  NR3A LBD binder: 1
  UPR CHOP act: -2.3
COc1cc(C(=O)NC(C)CCc2ccccc2)cc(OC)c1OC (centres undefined)
  Mdm2 MdmX PPI: 16
  APJ ag: 2
  TIM10 inh: 13
  tim10-1 inh: -2
  NLRP3 yeast inh: 14
  tim23-1 inh: 3
  UPR XBP1 act: -6
  NR3A LBD binder: -2
  UPR CHOP act: 1.5
CCOCCCN(C(=O)Cn1nnc(-c2ccc(C)o2)n1)C(C(=O)NCC1CCCO1)c1ccc(F)cc1 (centres undefined)
  Mdm2 MdmX PPI: -28
  APJ ag: -2
  TIM10 inh: 15
  tim10-1 inh: -3
  NLRP3 yeast inh: 5
  tim23-1 inh: 17
  UPR XBP1 act: -2
  NR3A LBD binder: -1
  UPR CHOP act: -0.6
COC(=O)c1sccc1NC(=S)Nc1cc(OC)ccc1OC
  Mdm2 MdmX PPI: -28
  APJ ag: -4
  TIM10 inh: -29
  tim10-1 inh: -8
  NLRP3 yeast inh: 9
  tim23-1 inh: 1
  UPR XBP1 act: -3
  NR3A LBD binder: -1
  UPR CHOP act: 0.7

Screening results: PubChem, Sanford-Burnham Center for Chemical Genomics
